FXIIa inh 1536 = factor XIIa (human) inhibition; inhibition, % at 5 µM; 220,000 compounds, 0.3% hits; P00748; purified FXIIa, Boc-QGR-AMC fluorogenic substrate, 2 h; in the data active = inhibition above about 40%;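 note: 0% = enzyme with no compound and 100% = blank without enzyme; many of its hits are not listed in these tables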
thrombin 1536 = thrombin (human) inhibition; alpha-thrombin, Boc-VPR-AMC fluorogenic substrate cleavage; inhibition, % at 5 µM; 220,000 compounds, 0.26% hits;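 active = inhibition at or above 40%; inactive = inhibition below 40%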;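 note: 0% = enzyme with no compound and 100% = wells without enzyme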
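signal = AMC fluorescence, 355/460 nm | material = human alpha-thrombin enzyme | control set = enzyme without compound as high, wells lacking enzyme as low | times = reaction at room temperature | read-out basis = percent inhibition scaled between no-compound controls and no-enzyme blanks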
Runt-CBFb FRET = inhibitors of human RUNX1 Runt domain binding to CBFb; Q01196+Q13951; inhibition, % at 20 µM; Cerulean-Runt/Venus-CBFb FRET ratio 530/480, 1 h; 220,000 compounds, 0.46% hits;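 active = inhibition over about 50% at 20 µM in the single-dose screen, limit read from the data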;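 note: 0% = DMSO wells and 100% = excess unlabeled CBFb competitor control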
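Assay system: Cerulean-tagged RUNX1 Runt domain (FRET donor) fusion protein / Amount: 100 nM each of Venus-CBFb and Cerulean-Runt domain / Medium: Tris buffer pH 7.5 with salts and BSA / Also added: Venus-CBFb 100 nM / Schedule: 1 h complex formation plus 1 h compound treatment, room temperature / Signal: FRET fluorescence / Read-out: loss of energy transfer signal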
Wee1 stabilizer = inhibitors of human Wee1 degradation; P30291; HeLa Luc-Wee1K328M stability, luciferase luminescence; 100% = proteasome inhibitor MG132 effect; reporter increase, % at 5 µM; 220,000 compounds, 1.2% hits; AID 1321;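 active = activation above the mean of all tested compounds plus 3 SD, set per screening run, cut at about 8.8% in these data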;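 note: cells exposed to compound for 20 h before luminescence read; 0% = DMSO alone and 100% = MG132 at 30 µM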
Target sequence (P30291 whole entry K328M): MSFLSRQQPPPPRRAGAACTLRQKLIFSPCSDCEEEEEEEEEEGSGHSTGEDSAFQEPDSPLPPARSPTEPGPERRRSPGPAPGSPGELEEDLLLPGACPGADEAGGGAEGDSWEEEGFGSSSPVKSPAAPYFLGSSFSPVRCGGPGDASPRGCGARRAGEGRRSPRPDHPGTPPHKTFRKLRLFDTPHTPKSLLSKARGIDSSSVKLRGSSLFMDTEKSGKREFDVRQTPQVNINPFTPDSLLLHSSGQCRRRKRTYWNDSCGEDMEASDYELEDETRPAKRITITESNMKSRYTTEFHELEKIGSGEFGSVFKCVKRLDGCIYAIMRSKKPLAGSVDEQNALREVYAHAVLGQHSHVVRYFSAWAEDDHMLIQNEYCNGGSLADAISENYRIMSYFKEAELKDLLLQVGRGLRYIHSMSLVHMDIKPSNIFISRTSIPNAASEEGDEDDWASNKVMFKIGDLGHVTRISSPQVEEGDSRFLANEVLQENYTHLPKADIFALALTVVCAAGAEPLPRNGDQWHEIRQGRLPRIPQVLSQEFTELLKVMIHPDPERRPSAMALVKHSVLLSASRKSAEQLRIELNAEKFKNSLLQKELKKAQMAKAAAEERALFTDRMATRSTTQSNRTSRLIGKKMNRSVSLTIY
KLK5 inh = kallikrein 5 (human) inhibition; Q9Y337; recombinant hK5, fluorogenic AMC substrate cleavage; inhibition, % at 5 µM; 210,000 compounds, 0.59% hits;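 active = inhibition of 40% or more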;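 note: 0% = enzyme controls without compound and 100% = no-enzyme blanks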
FXIa inh 1536 = blocks human coagulation factor XIa protease activity; P03951; purified FXIa, Boc-Glu-Ala-Arg-AMC fluorogenic substrate; inhibition, % at 5 µM; 220,000 compounds, 0.14% hits; AID 798;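 active = inhibition of at least 40%; inactive = inhibition below 40%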;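 note: fluorescence of freed AMC excited at 355 nm; 0% = enzyme without compound and 100% = no enzyme blank; many of its hits are not listed in these tables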
14-3-3 Bad inh = disrupts binding of bovine 14-3-3 zeta to phospho-Bad peptide; TR-FRET 14-3-3zeta/Dy647-pBad peptide displacement, 1 h; inhibition, % at 21.7 µM; 220,000 compounds, 0.71% hits; P63103;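 active = inhibition above about 70%, limit read from the data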;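 note: 0% = full 14-3-3 plus peptide FRET controls and 100% = background without 14-3-3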
Target sequence (P63103 whole entry, looked up): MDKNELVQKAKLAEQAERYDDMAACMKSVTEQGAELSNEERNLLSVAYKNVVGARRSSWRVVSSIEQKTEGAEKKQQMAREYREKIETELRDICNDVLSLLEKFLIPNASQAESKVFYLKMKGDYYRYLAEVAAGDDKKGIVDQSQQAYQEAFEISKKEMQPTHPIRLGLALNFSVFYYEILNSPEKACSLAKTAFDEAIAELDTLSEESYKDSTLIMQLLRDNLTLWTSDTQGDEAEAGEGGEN
Runt-SMMHC FRET = blocks binding of human RUNX1 Runt domain to CBFb-SMMHC | Q01196+Q13951 | Cerulean-Runt/Venus-CBFb-SMMHC FRET ratio 530/480, 1 h | inhibition, % at 20 µM | 220,000 compounds, 0.74% hits | AID 1434;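 active = mean inhibition across duplicate retests at 20 µM reaching about 50%, limit read from the data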;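 note: 0% = DMSO wells and 100% = wells with excess untagged CBFb-SMMHC; inhibitors lower the FRET ratio by blocking Runt binding to CBFb-SMMHC; some results filed as inactive read as strong as hits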
Hck-Nef inh = blocks Nef-activated human Hck kinase. P08631. Recombinant Hck-YEEI plus Nef, Z-Lyte FRET kinase assay. inhibition, % at 20 µM. 220,000 compounds, 0.68% hits. AID 463187;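 active = Hck-Nef kinase inhibition above about 50%, limit read from the data; inactive = inhibition below that limit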;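 note: 0% = DMSO with Hck plus Nef and 100% = Hck alone without Nef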
Starred values were filed as active, the others as inactive; [ ] = remark or other dose.

Field names: A = FXIIa inh 1536; B = thrombin 1536; C = Runt-CBFb FRET; D = Wee1 stabilizer; E = KLK5 inh; F = FXIa inh 1536; G = 14-3-3 Bad inh; H = Runt-SMMHC FRET; I = Hck-Nef inh
CCOC(=O)c1oc2cc(C)cc(C)c2c1C
  A: 10 | B: 2 | C: 0 | D: 0 | E: 5 | F: 4 | G: -5 | H: 0 | I: 19
CC(=O)c1cc(F)c(N2CCN(c3ccc([N+](=O)[O-])cc3F)CC2)cc1C
  A: 11 | B: 1 | C: 0 | D: 4 | E: -16 | F: 12 | G: 13 | H: -8 | I: 7
COc1ccc(C(=O)NCCSCc2ccco2)cc1OC
  A: -7 | B: -8 | C: 0 | D: 2 | E: -2 | F: -12 | G: -19 | H: 1 | I: 2
COCCNC(=O)c1c(N)n(CCC2=CCCCC2)c2nc3ccccc3nc12
  A: 0 | B: -5 | C: 38 | D: 0 | E: -9 | F: -4 | G: 66 | H: 58* | I: 48
CC(=O)c1ccc(OCCCC(=O)N2CCN(S(=O)(=O)c3cccs3)CC2)cc1
  A: -14 | B: -2 | C: 0 | D: 2 | E: -1 | F: -8 | G: -4 | H: 5 | I: 2
COC(=O)C1=C(O)C2(C(=O)O)CC(C(=O)OC)=C(O)C(C(=O)O)(C1)C2
  A: 3 | B: -4 | C: 1 | D: -2 | E: 1 | F: -1 | G: 3 | H: -2 | I: 8
O=C1c2ccccc2S(=O)(=O)N1Cc1nnc(-c2ccccc2Br)o1
  A: 11 | B: -2 | C: 2 | D: -3 | E: -2 | F: 6 | G: 3 | H: -1 | I: 0
CCC(C)NC(=O)c1cn(CC)c2cc(N3CCN(C)CC3)c(F)cc2c1=O (stereo not drawn)
  A: 3 | B: -10 | C: -1 | D: -1 | E: 0 | F: 0 | G: 1 | H: -3 | I: 12
COc1ccccc1N1CCN(c2cc(=O)n(-c3ccc(Br)cc3)c(=O)[nH]2)CC1
  A: 21 | B: -1 | C: -2 | D: 0 | E: -11 | F: 4 | G: -5 | H: -2 | I: 0
CN(C)C(=O)c1nc(C#N)c(N(C)C)o1
  A: 4 | B: -1 | C: -1 | D: -3 | E: -8 | F: -13 | G: -8 | H: 1 | I: -5
CS(=O)(=O)N(CC(=O)N1CCOCC1)Cc1ccccc1
  A: -3 | B: -20 | C: 0 | D: 0 | E: 5 | F: 3 | G: 3 | H: 6 | I: 3
O=C(NC1CCCCC1)N1CCC(n2cnc3ccccc32)CC1
  A: 2 | B: -13 | C: 0 | D: -5 | E: -33 | F: -7 | G: 64 | H: -1 | I: 0
Fc1ccc(CNC(=S)Nc2ccc(Cl)cc2)cc1
  A: 0 | B: 4 | C: 2 | D: 0 | E: -13 | F: 4 | G: 6 | H: 2 | I: -1
CC(C)(C)N1C(=O)Cc2c1nc(N)c1c(N)nc(N3CCCCC3CO)c(C#N)c21 (stereo not drawn)
  A: 16 | B: -2 | C: -3 | D: -3 | E: -2 | F: 4 | G: 22 | H: -10 | I: 5
CCCCOc1cccc(-c2nnc(NC(=O)CSc3ccc(C)cc3)s2)c1
  A: 5 | B: -6 | C: 3 | D: 0 | E: -4 | F: 6 | G: 0 | H: 0 | I: 4

(list continues)
Field names: A = FXIIa inh 1536; B = thrombin 1536; C = Runt-CBFb FRET; D = Wee1 stabilizer; E = KLK5 inh; F = FXIa inh 1536; G = 14-3-3 Bad inh; H = Runt-SMMHC FRET; I = Hck-Nef inh
CC(=O)c1ccc(Nc2ccc(-c3ccccc3C)nn2)cc1
  A: 11 | B: -5 | C: 3 | D: 0 | E: 11 | F: 0 | G: -5 | H: 0 | I: 23
O=C(CSc1ncn[nH]1)Nc1ccc(Cl)c(S(=O)(=O)N2CCOCC2)c1
  A: 2 | B: -3 | C: -1 | D: -1 | E: -24 | F: 4 | G: -5 | H: 3 | I: -10
CCc1ccc(OCC(=O)NC(=S)Nc2ccc(Br)c(C)n2)cc1
  A: 11 | B: -12 | C: 1 | D: -2 | E: -2 | F: -5 | G: -3 | H: 5 | I: 24
C=CCNC(=O)c1cc(C(=O)C(C)c2ncc(C(F)(F)F)cc2Cl)c[nH]1 (stereo not drawn)
  A: 7 | B: 2 | C: 0 | D: 9 | E: 1 | F: -1 | G: -11 | H: 0 | I: 18
Cc1csc(NC(=O)[C@@H](NC(=O)c2ccccc2)C(C)C)n1
  A: 25 | B: 5 | C: -1 | D: -4 | E: 4 | F: 15 | G: 11 | H: 1 | I: 1
C/C(=C\C(=O)c1ccc(Br)cc1)N1CCCCC1
  A: 22 | B: 6 | C: -1 | D: 1 | E: -5 | F: 5 | G: 1 | H: -2 | I: 0
COC(=O)c1ccc(-c2noc(CN(C)CCC3CCCCO3)n2)cc1 (stereo not drawn)
  A: 14 | B: 2 | C: -3 | D: 2 | E: 2 | F: 5 | G: -9 | H: 2 | I: 20
CC(C)N(Cc1cc2ccccc2[nH]c1=O)C(=O)C(C)(C)C
  A: -13 | B: 0 | C: 0 | D: -3 | E: -14 | F: -15 | G: 3 | H: 2 | I: 1
CCOC(=O)C1=C(C)C(c2ccccc2)NC(=S)N1 (stereo not drawn)
  A: 10 | B: -3 | C: -3 | D: -2 | E: -17 | F: 3 | G: -3 | H: 1 | I: 1
Cc1cc(C)c(C)c(Cn2c(CO)nc3ccccc32)c1C
  A: 10 | B: -8 | C: -5 | D: 0 | E: -7 | F: 6 | G: -6[fluorescence artefact?] | H: 5 | I: 10
O=C(O)CCC(=O)NNC(=O)CCC(=O)Nc1ccccc1
  A: 5 | B: -4 | C: 3 | D: 0 | E: 3 | F: -1 | G: -13 | H: -8 | I: 16
CCCn1c(N2CCN(CC(=O)c3c[nH]c4ccccc34)CC2)nc2c1c(=O)[nH]c(=O)n2C
  A: 2 | B: -3 | C: -1 | D: 0 | E: 4 | F: -1 | G: 3[fluorescence artefact?] | H: -2 | I: 1
CNc1nc2c(C)cccn2c(=O)c1C=Nc1ccc(OC)cc1
  A: 4 | B: -6 | C: 5 | D: -2 | E: 4 | F: 2 | G: -5 | H: -2 | I: -6
O=C(Cc1c(O)c2ccccc2[nH]c1=O)N(Cc1ccccc1)Cc1ccccc1
  A: 9 | B: 2 | C: -3 | D: 0 | E: -7 | F: 22 | G: -3[fluorescence artefact?] | H: -1 | I: 0
CC(C)c1ccc(/C=C(\NC(=O)c2ccccc2)C(=O)NCCCN2CCOCC2)cc1
  A: 5 | B: 1 | C: -2 | D: 0 | E: 2 | F: 1 | G: -5 | H: 0 | I: 25

More records.
Field names: A = FXIIa inh 1536; B = thrombin 1536; C = Runt-CBFb FRET; D = Wee1 stabilizer; E = KLK5 inh; F = FXIa inh 1536; G = 14-3-3 Bad inh; H = Runt-SMMHC FRET; I = Hck-Nef inh
COc1ccc(CCNC(=O)CSc2nnc(CNC(=O)c3ccccc3F)o2)cc1OC
  A: 12 | B: -5 | C: 0 | D: 0 | E: 10 | F: 5 | G: 1 | H: -4 | I: 4
CCOc1ccc(C2N(c3ccc(Cl)cc3)C(=O)C3CCCN32)cc1OC (stereo not drawn)
  A: 16 | B: 19 | C: -5 | D: 1 | E: 1 | F: 18 | G: -4 | H: -2 | I: 1
Cc1ccc(C(=O)CC2(O)C(=O)N(CN3CCOCC3)c3ccccc32)cc1 (stereo not drawn)
  A: 13 | B: 2 | C: -1 | D: 4 | E: -23 | F: 0 | G: -9 | H: -4 | I: 2
C=CCc1cccc2cc(C(=O)NC(C)(C)C)c(=O)oc12
  A: 4 | B: -7 | C: 0 | D: -1 | E: -8 | F: 4 | G: 7 | H: -2 | I: 10
Cc1ccc(S(=O)(=O)NCCC(c2ccc(F)cc2)c2ccco2)cc1 (stereo not drawn)
  A: 28 | B: 20 | C: -1 | D: 3 | E: 26 | F: 14 | G: 11 | H: 1 | I: 0
CCN(CC(=O)Nc1ccc2c(c1)OCCO2)C(=O)CC1CCCC1
  A: 0 | B: -4 | C: 0 | D: 2 | E: -3 | F: -2 | G: -7 | H: -1 | I: -2
CC(C)NC(=O)CSc1nc2ccccc2c(=O)n1CCCOC(C)C
  A: 25 | B: -4 | C: -1 | D: -1 | E: -27 | F: 22 | G: 15 | H: 1 | I: 0
COc1ccc(CCc2nc(-c3ccc(-n4cccc4)cc3)no2)cc1
  A: 5 | B: -11 | C: -5 | D: 3 | E: -5 | F: -4 | G: 6[fluorescence artefact?] | H: -2 | I: 1
Cc1ccc(NNC(=O)c2snnc2C)cc1Cl
  A: 5 | B: -3 | C: 1 | D: 0 | E: -1 | F: -1 | G: 5 | H: -5 | I: 10
Cn1c(SCCC#N)nnc1-c1ccc(F)cc1
  A: 5 | B: -2 | C: -1 | D: -2 | E: -2 | F: -2 | G: -13 | H: 4 | I: 11
O=C1C(=O)c2ccccc2C(O)=C1c1ccccc1F
  A: 3 | B: 0 | C: 4 | D: 2 | E: -1 | F: -1 | G: 1 | H: 4 | I: 19
COc1ccc(/C=C/C(=O)NC(=S)Nc2ccc(S(=O)(=O)Nc3cc(OC)ncn3)cc2)cc1
  A: 8 | B: -2 | C: -3 | D: 3 | E: 2 | F: 6 | G: -10 | H: -4 | I: 22
Cc1cccc(NC(c2ccc(O)cc2)c2ccc3ccc(C)nc3c2O)n1 (stereo not drawn)
  A: 13 | B: 5 | C: 5 | D: -2 | E: -7 | F: 1 | G: 50 | H: 3 | I: 0
O=C(COc1cc(Cl)c(Cl)cc1Cl)N1CCN(c2ccccn2)CC1
  A: 29 | B: 54* | C: 0 | D: 0 | E: 24 | F: 32 | G: 3 | H: -2 | I: -34
O=C1CC(N2CCN(Cc3ccc4c(c3)OCO4)CC2)C(=O)N1c1ccccc1 (stereo not drawn)
  A: -2 | B: -8 | C: 1 | D: 1 | E: 1 | F: -5 | G: -5 | H: -1 | I: 2
